thrombin 1536 – blocks human thrombin protease activity. P00734. alpha-thrombin, Boc-VPR-AMC fluorogenic substrate cleavage. inhibition, % at 5 µM. actives 0.26% (n = 220,000). AID 1046;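 active means inhibition at or above 40%; inactive means inhibition below 40%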;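 further: 0% = enzyme with no compound and 100% = wells without enzyme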
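System: Human alpha-thrombin protein | Medium: pH 7.5 Tris (50 mM) with NaCl 150 mM, Tween 20 0.05% | Times: Enzyme reaction carried out at room temperature | Detection: AMC fluorescence, 355/460 nm | Evaluation: Percent inhibition scaled between no-compound controls and no-enzyme blanks | Benchmarks: Enzyme without compound as high, wells lacking enzyme as low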
Furin inhibitor – human furin inhibition; purified furin, fluorogenic substrate cleavage; P09958; inhibition, % at 30 µM; actives 0.061% (n = 220,000); in the data active means inhibition above about 25%; further: inactives centre near -15
FXIIa inh – inhibitors of human coagulation factor XIIa. AID 800. actives 0.3% (n = 220,000). purified FXIIa, Boc-QGR-AMC fluorogenic substrate, 2 h. P00748. inhibition, % at 5 µM; in the data active means inhibition above about 40%;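 further: 0% = enzyme with no compound and 100% = blank without enzyme; many of its hits are not listed in these tables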
hK5 inh – blocks human kallikrein 5 protease activity; inhibition, % at 5 µM; actives 0.59% (n = 210,000); recombinant hK5, fluorogenic AMC substrate cleavage; AID 873; Q9Y337;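 active means inhibition of 40% or more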;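 further: 0% = enzyme controls without compound and 100% = no-enzyme blanks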
Rad51 HR inh – Rad51 (human) homologous recombination inhibition; Q06609; hRad51 DNA strand exchange, fluorescence dequenching; inhibition, % at 10 µM; actives 0.085% (n = 200,000);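 active means inhibition above 40% at the single screening dose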;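 further: 0% = DMSO control wells and 100% = blanks with heterologous ssDNA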
Target sequence (Q06609 whole entry, looked up): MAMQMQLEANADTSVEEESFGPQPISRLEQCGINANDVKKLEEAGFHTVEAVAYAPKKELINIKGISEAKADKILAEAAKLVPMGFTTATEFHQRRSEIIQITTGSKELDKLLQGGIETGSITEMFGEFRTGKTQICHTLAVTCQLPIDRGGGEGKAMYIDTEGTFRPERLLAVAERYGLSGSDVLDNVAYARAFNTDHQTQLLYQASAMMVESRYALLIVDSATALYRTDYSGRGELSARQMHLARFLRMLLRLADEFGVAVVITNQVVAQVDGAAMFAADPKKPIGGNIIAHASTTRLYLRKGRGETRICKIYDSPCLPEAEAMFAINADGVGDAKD
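Test system – preformed human Rad51 ssDNA filaments · Reagent – Donor/quencher-labelled 47-bp dsDNA substrate · Incubation – 37 °C 15-min filament assembly, 30-min compound preincubation, 15-min exchange · Signal – FRET fluorescence dequenching, excitation 485 nm, emission 520 nm · Read-out – percent inhibition from fluorescence, normalised to plate control and blank means · Benchmarks – plate control and blank wells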
m-calpain inh – blocks pig calpain II enzyme activity; inhibition, % at 16 µM; AID 1236; actives 0.37% (n = 220,000); purified calpain II, fluorogenic peptide substrate, 30 min;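 active means inhibition above about 50%, limit read from the data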
FXIa inh – inhibitors of human coagulation factor XIa. purified FXIa, Boc-Glu-Ala-Arg-AMC fluorogenic substrate. P03951. inhibition, % at 5 µM. actives 0.14% (n = 220,000);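 active means inhibition of at least 40%; inactive means inhibition below 40%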;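 further: fluorescence of freed AMC excited at 355 nm; 0% = enzyme without compound and 100% = no enzyme blank; many of its hits are not listed in these tables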
Target sequence (P03951 19-387 limits assumed): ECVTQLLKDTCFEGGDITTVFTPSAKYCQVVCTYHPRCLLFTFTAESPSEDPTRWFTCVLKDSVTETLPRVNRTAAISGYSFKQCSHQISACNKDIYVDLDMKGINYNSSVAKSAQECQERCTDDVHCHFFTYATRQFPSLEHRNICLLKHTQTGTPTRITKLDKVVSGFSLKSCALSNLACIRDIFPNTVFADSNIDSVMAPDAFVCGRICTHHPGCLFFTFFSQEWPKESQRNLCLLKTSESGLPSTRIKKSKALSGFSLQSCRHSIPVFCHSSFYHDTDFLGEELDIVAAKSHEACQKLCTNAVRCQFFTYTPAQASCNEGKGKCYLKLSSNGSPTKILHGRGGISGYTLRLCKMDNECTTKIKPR
Target sequence (P03951 388-625 limits assumed): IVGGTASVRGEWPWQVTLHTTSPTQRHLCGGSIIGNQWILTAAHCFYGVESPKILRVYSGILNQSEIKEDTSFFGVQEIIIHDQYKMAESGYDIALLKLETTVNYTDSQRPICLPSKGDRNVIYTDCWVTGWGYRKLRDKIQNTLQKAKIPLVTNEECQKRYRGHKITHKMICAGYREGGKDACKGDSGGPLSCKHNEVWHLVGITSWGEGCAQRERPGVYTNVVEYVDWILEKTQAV
PERK inhibitor – inhibitors of human PERK kinase | actives 0.17% (n = 220,000) | inhibition, % at 5.6 µM | Q9NZJ5 | CHO PERK-DD fusion, SEAP luminescence translation reporter;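 active means inhibition above the mean inhibition of all tested compounds plus 3 SD, set separately per screening campaign, cut at about 2.9% in these data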;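 further: PERK kinase domain activated by AP20187 dimerizer at 100 nM; 0% = DMSO with dimerizer and 100% = rapamycin at 8.4 µM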
KCC2 mod – modulators of human KCC2 chloride dependent transport; KCC2 cells, thallium flux FluoZin-2 fluorescence; B-score of Tl+ flux slope (higher = more flux/activation; lower = inhibition) at 10 µM; Q9H2X9; AID 1456; actives 2.2% (n = 190,000);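 active means thallium flux slope and its plate-corrected score both differing from the plate sample mean at a set confidence after two filtering rounds, in either direction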;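 further: slope of fluorescence scaled to starting intensity during 10 to 20 s after thallium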
Starred values were filed as active, the others as inactive; i = inactive; nt = not tested or not shown; [ ] = another dose, or the depositor's remark. Some of the compounds tested; rates above refer to the full screens.

SMILES | thrombin 1536 | Furin inhibitor | FXIIa inh | hK5 inh | Rad51 HR inh | m-calpain inh | FXIa inh | PERK inhibitor | KCC2 mod
CCOc1ccc(N(CC(=O)Nc2c(C)cccc2C)S(=O)(=O)c2c(C)[nH]c(=O)[nH]c2=O)cc1 | -1 | -13 | 7 | 3 | -24 | 16 | 4 | 0.9 | 0.29
CCOc1cccc(-c2nnc(SCC(=O)Nc3cc(OC)cc(OC)c3)n2N)c1 | -9 | -1 | 14 | -11 | 1 | -19 | 23 | -1.2 | nt
Cn1c(NC(=O)c2ccco2)cc(=O)n(C)c1=O | 4 | -11 | 8 | -1 | 0 | 0 | 3 | 0.6 | nt
CCOc1ccc(CNC(=O)NS(=O)(=O)c2ccc(OC)cc2)cc1 | 5 | -14 | 22 | -19 | 0 | -19 | 8 | 2.0 | 0.45
CCN(CC)CCOC(=O)c1c(C)n(C)c2ccc(OC)cc12 | 1 | -21 | 18 | -4 | 11 | 12 | 0 | -1.1 | nt
Clc1ccc(CNc2nc(CN3CCOCC3)nc3scc(-c4ccccc4)c23)cc1 | -8 | -22 | 25 | -32 | nt | 20 | 23 | -1.2 | -1.1
CCOc1ccc(Br)cc1S(=O)(=O)Nc1ccc(C(=O)OCC(=O)Nc2ccc(C#N)cc2)cc1 | 1 | -23 | 0 | -20 | -9 | -97 | 5 | 0.2 | 0.98
CC(=O)c1ccc2cccc3c2c1N=CN3C | -5 | -22[20 µM] | 10 | -5 | nt | -77 | 3 | 1.0 | nt
O=C(Cn1cccc1C(=O)c1ccccc1)NCCCN1CCc2ccccc2C1 | -2 | -25 | 10 | nt | nt | -11 | 4 | 0.5 | -0.75
COC(=O)Nc1cc([N+](=O)[O-])ccc1OC | 0 | -10 | 0 | -6 | 1 | 24 | 4 | -0.1 | 1.8
C/C(Cl)=C\Cn1c(O)c(N=NC(N)=S)c2cc(Br)ccc21 | -7 | -31 | 10 | 13 | 27 | -26 | 3 | 0.2 | 36*
COc1ccccc1NC(=O)c1cc(C)nc2ccccc12 | -14 | -16 | 1 | -1 | 0 | -11 | -7 | 0.1 | 0.13
COc1ccc(/C=N/Nc2ccc([N+](=O)[O-])cc2S(=O)(=O)N2CCN(C)CC2)cc1 | -3 | -8 | 5 | -21 | -224 | -33 | 2 | 0.5 | 0.16
Cc1cc(-c2ccccc2)nc(-c2ccccc2)c1C | -4 | -26 | 6 | nt | nt | 42 | 0 | 1.3 | 0.0099
O=C(c1cnn2c(C(F)F)cc(-c3ccccc3)nc12)N1CCSCC1 | 1 | -15[20 µM] | 7 | -6 | -5 | -2 | 4 | 0.4 | 0.85
O=c1oc2ccccc2c(O)c1C=NCc1ccccn1 | -5 | 3[20 µM] | 5 | -1 | 0 | -23 | -1 | 0.0 | -0.0047
CC1CCC(NC(=O)CN2C(=O)COc3ccc(S(=O)(=O)N4CCCC4)cc32)CC1 (stereo not drawn) | -6 | -12 | 10 | -5 | 0 | 2 | 3 | -0.1 | 0.59
CC1CCc2c(sc3ncnc(N4CCOCC4)c23)C1 (stereo not drawn) | -9 | -9[20 µM] | 15 | -11 | -5 | -8 | -2 | -1.7 | -0.96
COc1cc(C2C(C#N)=C(N)Oc3cc(O)ccc32)cc2c1OCO2 (stereo not drawn) | 1 | -14 | 18 | -14 | 3 | 1 | 7 | 1.2 | -0.28
Cc1ccc(N2CCN(c3ccc(NC(=O)CCC(=O)O)cc3)CC2)cc1 | 2 | -16 | 15 | -10 | 13 | -8 | 8 | 0.7 | 0.93
Cc1ccc(NC(=O)CSc2nc(C)c(C)c(C)n2)c([N+](=O)[O-])c1 | -1 | -27 | 11 | -7 | -1 | -3 | 7 | -0.8 | nt
Cc1c(NC2=CC(=O)CCC2)c(=O)n(-c2ccccc2)n1C | 2 | -20 | 1 | -8 | 1 | 2 | -3 | 0.6 | 0.067
O=C(Nc1nnc(Cc2ccc([N+](=O)[O-])cc2)s1)Nc1ccccc1F | nt | -14 | 4 | -3 | -15 | -4 | 0 | -0.1 | 0.53
Cc1ccc(C)c(-c2nnc(OCC(=O)Nc3cc(C)on3)c3ccccc23)c1 | -5 | -7 | 0 | 3 | 5 | 11 | -2 | -0.9 | -0.045
Cc1cccc(-n2c(=O)[nH]c3c(C(N)=O)nc(-c4ccccc4Cl)nc32)c1 | 8 | -22 | 20 | 9 | nt | 14 | 16 | 0.5 | -0.27
(cont.)
SMILES | thrombin 1536 | Furin inhibitor | FXIIa inh | hK5 inh | Rad51 HR inh | m-calpain inh | FXIa inh | PERK inhibitor | KCC2 mod
CC1Oc2ccccc2N(Cc2ccccc2F)C1=O (stereo not drawn) | 0 | -15[20 µM] | 0 | -1 | 0 | -4 | 0 | 1.0 | 0.19
NS(=O)(=O)c1cc2c(cc1Cl)NC(CC1CCCC1)NS2(=O)=O (stereo not drawn) | 3 | -26 | 12 | 3 | nt | -2 | 1 | 0.3 | 0.35
CCOC(=O)C1=C(C)N=c2s/c(=C\c3cc(OC)c(OC)c(OC)c3)c(=O)n2C1/C=C/c1ccccc1 (stereo not drawn) | 11 | -2 | 6 | 2 | -18 | -84 | 1 | 0.5 | 0.55
CCOC(=O)c1nc2cc3n(c(C)c-2c1C)C(C)C(C)=C3C (stereo not drawn) | 18 | -22[20 µM] | -15 | -20 | -10 | i | -2 | 0.5 | 0.89
O=C(CNc1ccccc1)NNC1=NCCC1 | 11 | -1 | 13 | 20 | nt | 19 | 11 | 0.1 | 0.46
CC[n+]1c(/C=C/c2c[nH]c3ccccc23)ccc2cc(C)ccc21 | 1 | 11 | 5 | 0 | nt | 48 | -2 | -1.2 | i
CCc1ccc(C2CC(c3ccccc3C)n3nc(N)nc3N2)cc1 (stereo not drawn) | 3 | -5 | 4 | -5 | 5 | -17 | 6 | -0.2 | 0.1
CCCCN(C)CCCNC(=O)CC1Oc2ccccc2NC1=O (stereo not drawn) | -2 | -19 | -2 | -8 | -1 | -31 | 1 | -0.2 | 0.93
COc1ccc(/C(=N\Nc2ccccc2C(=O)O)c2ccccc2)cc1 | 0 | -12 | 1 | -19 | 6 | -12 | -4 | 0.4 | -2.9
Cc1cc(C)c(NC(=O)C[N+](C)(C)CC(O)COc2cccc3ccccc23)c(C)c1 (stereo not drawn) | -12 | -14 | 10 | 2 | 8 | -8 | 3 | -0.2 | -3.2
CC(=O)c1ccc(-n2c(-c3cc(-c4ccco4)[nH]n3)n[nH]c2=S)cc1 | 6 | -13[20 µM] | 22 | -19 | -2 | -64 | 11 | 0.2 | 0.11
CCN(CC)c1ccc(/C=N/n2c(-c3ccccc3Br)n[nH]c2=S)cc1 | 0 | -18 | 0 | -3 | 6 | -11 | 2 | -0.3 | -0.03
CC1=CC(C)(C)Nc2ccc(OS(=O)(=O)c3ccc(C)cc3)cc21 | -5 | 3[20 µM] | 23 | -8 | -16 | -28 | 4 | 0.5 | 1.2
Cc1ccc2c(c1)N(CC(=O)NCc1cccs1)C(=O)CO2 | 0 | -13 | 18 | -12 | 3 | -5 | 2 | 0.3 | -0.11
COc1ccc(OC)c(NC(=O)Cc2coc3cc(C)cc(C)c23)c1 | 5 | -13[20 µM] | 15 | -13 | -4 | -8 | 3 | -0.3 | 1
Cc1occc1-c1nnc(SCC(=O)N2CCCCC2)o1 | -2 | -25 | 2 | -4 | 5 | 4 | -3 | -0.2 | -0.68
COc1cc2ccccc2cc1C(=O)OCC(=O)N1CCOCC1 | -4 | -34 | 20 | -4 | -4 | -248 | 19 | 0.3 | -0.014
CCC(CC)NC(=O)C1CCN(S(=O)(=O)c2cccs2)CC1 | 4 | -10[20 µM] | 7 | -9 | 3 | -5 | 5 | 0.0 | -0.14
COCCC(=O)N1CCc2c([nH]c3ccccc23)C1C(C)(C)C (stereo not drawn) | -5 | -13 | 10 | 5 | -3 | 26 | 8 | 0.4 | 0.37
O=[N+]([O-])c1ccc(/C=N/N2CCN(c3ccncc3S(=O)(=O)N3CCCCC3)CC2)cc1 | 0 | -28 | 8 | -6 | nt | -13 | 5 | 0.9 | 0.033
COc1nc(Nc2ccc([N+](=O)[O-])cc2)nc(NC2CCCCC2)n1 | -1 | -12 | 6 | -3 | -2 | -39 | -4 | 0.2 | 0.0023
NS(=O)(=O)c1ccc(N/N=C/c2ccc(C(=O)O)cc2)c([N+](=O)[O-])c1 | 1 | -3 | 9 | 3 | 22 | 17 | 4 | -0.2 | 0.96
COc1cccc(CC(NC(C)=O)C(=O)NC2CCN(c3c(Cc4ccccc4)c(C)nc4ncnn34)CC2)c1 (stereo not drawn) | -1 | -11 | -2 | -13 | nt | -13 | -4 | -0.1 | 0.00078
CCCOC(=O)c1ccc(N2C(=O)c3ccccc3C2=O)cc1 | -5 | -19 | 5 | -19 | 0 | 6 | 7 | 0.9 | 0.57
C=CCOC(=O)C(=O)/C=C/c1csc2ccccc12 | -4 | -28 | 0 | -1 | 1 | 11 | -4 | 0.3 | -0.58

Some of these compounds in order of SMILES length, low to high:
SMILES | thrombin 1536 | Furin inhibitor | FXIIa inh | hK5 inh | Rad51 HR inh | m-calpain inh | FXIa inh | PERK inhibitor | KCC2 mod
Cc1occc1-c1nnc(SCC(=O)N2CCCCC2)o1 | -2 | -25 | 2 | -4 | 5 | 4 | -3 | -0.2 | -0.68
CCC(CC)NC(=O)C1CCN(S(=O)(=O)c2cccs2)CC1 | 4 | -10[20 µM] | 7 | -9 | 3 | -5 | 5 | 0.0 | -0.14
COc1ccc(OC)c(NC(=O)Cc2coc3cc(C)cc(C)c23)c1 | 5 | -13[20 µM] | 15 | -13 | -4 | -8 | 3 | -0.3 | 1
NS(=O)(=O)c1cc2c(cc1Cl)NC(CC1CCCC1)NS2(=O)=O (stereo not drawn) | 3 | -26 | 12 | 3 | nt | -2 | 1 | 0.3 | 0.35
CC[n+]1c(/C=C/c2c[nH]c3ccccc23)ccc2cc(C)ccc21 | 1 | 11 | 5 | 0 | nt | 48 | -2 | -1.2 | i
CC(=O)c1ccc(-n2c(-c3cc(-c4ccco4)[nH]n3)n[nH]c2=S)cc1 | 6 | -13[20 µM] | 22 | -19 | -2 | -64 | 11 | 0.2 | 0.11

(cont.)
SMILES | thrombin 1536 | Furin inhibitor | FXIIa inh | hK5 inh | Rad51 HR inh | m-calpain inh | FXIa inh | PERK inhibitor | KCC2 mod
CNc1nc(SC)nc2ccccc12 | -4 | 0 | -3 | -15 | -2 | 6 | -1 | 0.8 | -0.83
COc1ccc2c(c1OC)C(C1c3c(cc4c(c3OC)OCO4)CCN1C)OC2=O (stereo not drawn) | 0 | -15[20 µM] | 28 | -12 | -3 | 0 | 21 | -0.8 | 0.15
Cc1ccc(CCNc2ccc3ccccc3c2)cn1 | -1 | -14[20 µM] | 5 | -12 | -14 | 4 | 0 | 0.5 | -2.3
CC(C)(C)NC(=O)CSc1nnc(Cc2ccc3c(c2)OCO3)n1C1CCCCC1 | -2 | -12 | 9 | 6 | -6 | 16 | -8 | -0.6 | -0.28
COc1cccc(-c2nc(CS(=O)(=O)CC(=O)N3CCN(C)CC3)c(C)o2)c1 | 1 | -6 | 6 | -4 | -7 | 6 | 0 | -0.4 | 0.41
O=C(c1csc2ccccc12)N1CCCCCC1 | 0 | -31 | 8 | -25 | -2 | -17 | 1 | -0.6 | 0.83

Assay outcomes (PubChem)
